# Pf growth 96h – Primary qHTS for delayed death inhibitors of the malarial parasite plastid, 96 hour incubation | Potency, µM (top dose mostly 28.7 µM), inactives show at the highest dose activity change, negative = inhibition, hits mostly inhibitors | P. falciparum luciferase reporter growth, 96 h | hit rate 6.9% among 320,000; further: potency means the concentration at half of the fitted maximal effect; on the % scale 0 is the no-effect control and ±100 the full control effect
#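 P. falciparum expressing integrated firefly luciferase grown in erythrocytes (2% hematocrit, 0.05% parasitemia final) with compounds for 96 hours at 37 C, 5% CO2. Growth inhibition read as loss of luminescence after adding luciferase detection reagent.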
# Shiga inhibitor – A qHTS for Small Molecule Inhibitors of Shiga Toxin | hit rate 9.2% among 290,000 | Vero cells, Shiga toxin protein synthesis inhibition reporter | AID 2315, 2010 | inhibition, % at 38.7 µM; in the data active means inhibition mostly above about 28%, no sharp cut-off; inactive means mostly below about 43%; further: 0% is about no effect
# HCV inhibitor – qHTS Assay for Inhibitors of Hepatitis C Virus (HCV); Potency, µM (highest dose often 41.8 µM), without a hit: at the highest dose activity change, negative = inhibition, hits mostly inhibitors; Huh7.5.1 HCVcc-Cre infection, luciferase reporter, 44 h; AID 651820, 2012; hit rate 3.4% among 340,000; further: potency means the concentration at half of the fitted maximal effect; on the % scale 0 is the no-effect control and ±100 the full control effect
#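 Infectious HCV cell culture screen: compound-treated cells (1,000/well, pre-plated 4 h) are infected with HCVcc-Cre at roughly 0.5 moi and grown 44 h. Infection is quantified by luciferase signal after 15 min substrate incubation at room temperature.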
# Cycloheximide cs – Cycloheximide Counterscreen for Small Molecule Inhibitors of Shiga Toxin; cell reporter, cycloheximide protein synthesis inhibition counterscreen; hit rate 12% among 300,000; max response, %; in the data active means max response mostly above about 13%, no sharp cut-off; inactive means mostly below about 14%; further: read at 38.3 µM for the half of the compounds with a filed dose; 0% is about no effect
# Pf growth 48h – Primary qHTS for delayed death inhibitors of the malarial parasite plastid, 48 hour incubation; P. falciparum luciferase growth in erythrocytes, 48 h; hit rate 5.9% among 310,000; Potency, µM (top dose mostly 28.7 µM), inactives show at the top dose activity change, negative = inhibition, most hits filed as inhibitors; further: potency means the concentration at half of the fitted maximal effect; on the % scale 0 is the no-effect control and ±100 the full control effect
#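 Cell-based growth assay: transgenic P. falciparum expressing firefly luciferase, cultured in red cells within RPMI 1640 containing 0.5% w/v Albumax, 24 mM bicarbonate and gentamycin. A drop in luciferase activity indicates inhibition.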
# FBPA Giardia inh – qHTS Assay for Inhibitors of Fructose-1,6-bisphosphate Aldolase from Giardia Lamblia | AID 2451, 2010 | Potency, µM (series often up to 59.6 µM), for inactives: top-dose activity, negative = inhibition, actives largely listed as inhibitors | hit rate 0.71% among 290,000 | A8B2U2 | purified Giardia FBPA; further: potency means the concentration at half of the fitted maximal effect; on the % scale 0 is the no-effect control and ±100 the full control effect; nearly all actives have a fitted effect of over 55% in size
# Target sequence (A8B2U2 whole entry, looked up): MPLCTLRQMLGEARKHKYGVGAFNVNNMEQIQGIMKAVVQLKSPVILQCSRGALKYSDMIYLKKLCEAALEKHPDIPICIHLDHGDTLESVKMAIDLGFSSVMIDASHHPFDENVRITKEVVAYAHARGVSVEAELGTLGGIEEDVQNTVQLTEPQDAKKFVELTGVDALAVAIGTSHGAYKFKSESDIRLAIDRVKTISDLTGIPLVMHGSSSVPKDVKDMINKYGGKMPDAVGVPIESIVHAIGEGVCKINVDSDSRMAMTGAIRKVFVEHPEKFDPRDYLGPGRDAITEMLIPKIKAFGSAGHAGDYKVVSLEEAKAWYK
#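 40 nM FBPA preincubated 10 min at RT with compound (up to 57.5 uM final), then substrate plus GAPDH/TPI/NAD/arsenate coupling and diaphorase/resazurin added. Fluorescence read after 20 min at RT, 525/598 nm.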
# * hit, by the source's call; ? = inconclusive; . = no result given; [ ] = remark or other dose. Unless noted, the call rests on the fitted dose curve; in most records, active means well fitted curve in the direction sought with a large enough effect; inconclusive means small, poorly fitted or top-dose-only effect, or another doubt; inactive means no such curve, though single readings can be large; an effect the other way counts as inactive or inconclusive. Hits appear at their usual frequency; 24% or so of the library scored in one or more.
SMILES,Pf growth 96h,Shiga inhibitor,HCV inhibitor,Cycloheximide cs,Pf growth 48h,FBPA Giardia inh
Cc1ccc(-c2nc(S(=O)(=O)c3ccc(C)cc3)c(N3CCOCC3)o2)cc1,1.4%,2.9,6.4%,-1.2,9.7%,.
C[C@@H](CN1C2=NC[C@H](Cc3ccccc3)N2C[C@H]1Cc1ccc(O)cc1)NC(=O)CCC1CCCCC1,14.7µM*,-13.4,7.6%,0.9,?,0.7%
CCCOc1ccc(C(F)(F)F)cc1NC(=O)c1cc(C)on1,32.5%[activator],.,-9.7%,.,45.0%[activator],.
Cc1ccc(O)c(NC(=S)NC(=O)c2ccccc2Cl)c1,3.9%,45.7,4.3%,17.5*,25.1%,-7.1%
COC(=O)c1ccccc1NC(=O)CCC(=O)N1CCSc2ccccc21,53.3%[activator],-0.9,-3.5%,0.6,7.2%,-4.4%
O=C(Nc1ccccc1Cl)N1C2CCC1CC(O)(c1cccnc1)C2 (stereo unspecified),-6.0%,9.1,17.3%,-0.5,10.2%,2.5%
CC(Oc1ccc2c3c(c(=O)oc2c1)CCC3)C(=O)N[C@@H](Cc1ccccc1)C(=O)O (stereo partly specified),-11.8%,-3.6,16.5%,-2.7,-20.1%,12.8%
CC(=O)c1ccccc1NC(=O)c1ccc2c(c1)NC(=O)C(C)S2 (stereo unspecified),9.0%,.,11.2µM*,.,-5.3%,.
CC1(C)CC(=O)c2sc(NS(C)(=O)=O)nc2C1,5.1%,-3.5,16.7%,-3.7,0.1%,-15.4%
CC(C)N=C1SCC(C)(/C=N/O)S1 (stereo unspecified),?,-3.9,6.7%,-2.3,1.7%,-6.0%
Cc1nc2nc(-c3ccccc3)cn2nc1C,1.1%,85.1*,14.1%,28.3*,133.8%[activator],1.3%
Cc1ccc(-n2nc3c(=O)n(C(C)C(=O)NCc4ccco4)nc(C)c3c2C)cc1 (stereo unspecified),5.9%,-3.6,-0.2%,-2.7,6.3%,0.1%
O=Cc1cn[nH]c1-c1cccc([N+](=O)[O-])c1,-2.9%,-15.0,5.5%,-4.0,0.0%,0.1%
CC1OC(OCC2OC(Oc3c(-c4ccc(OCCO)c(OCCO)c4)oc4cc(OCCO)cc(O)c4c3=O)C(O)C(O)C2O)[C@@H](O)C(O)C1O (stereo partly specified),-9.6%,.,.,.,0.4%,-1.5%
COc1ccc(Cl)cc1NC(=O)CN(C)C(=O)CCNC(=O)c1ccccc1OC,?,.,-7.2%,.,?,.
Cc1ccccc1CC(=O)N1CCN(C(=O)C2CCCO2)CC1 (stereo unspecified),-13.4%,-18.7,2.1%,1.6,-8.2%,.
O=C(O)c1ccc(Sc2nnc(-c3cccc(Br)c3)o2)c([N+](=O)[O-])c1,.,-18.9,11.4%,-2.2,11.2%,?
Cc1cc(Oc2ccc(OCC(N)=O)nn2)nc(Cl)n1,30.5%[activator],-2.3,13.8%,-1.5,6.4%,4.0%
CC(C)n1c(CCC(=O)O)ccc1-c1ccccc1,?,-15.8,5.1%,-6.9,.,10.7%
O=C(NNc1nc2ccccc2s1)C1CC1,34.1%[activator],28.4,21.7%,15.2,38.1%[activator],0.2%
CCc1c(C(=O)N2CCCN(C)CC2)csc1C,58.5%[activator],10.6,-5.1%,-3.4,-3.5%,0.9%
Cc1ccc(Nc2nc(-c3ccc(O)cc3O)cs2)nc1,20.1%,67.2*,?,50.9*,24.7%,-23.9%
Nc1nc(Nc2ccc(Cl)cc2)nc2ccccc12,?,26.7,-8.4%,30.5*,.,-9.6%
CC12C(=O)N(c3cccc(OC(=O)c4ccco4)c3)C(=O)C1C1c3ccccc3C2c2ccccc21 (stereo unspecified),?,-8.9,?,-2.0,.,-7.4%
CCSc1nc(N2CCOCC2)c2c(c1C#N)CCCC2,-28.8%,-21.1,-20.5%,-5.5,-6.1%,6.1%

# Entries of single compounds, looked up by structure. Values in the order: Pf growth 96h, Shiga inhibitor, HCV inhibitor, Cycloheximide cs, Pf growth 48h, FBPA Giardia inh
# Results for Cc1cc(Oc2ccc(OCC(N)=O)nn2)nc(Cl)n1 = 30.5%[activator], -2.3, 13.8%, -1.5, 6.4%, 4.0%
# Results for O=Cc1cn[nH]c1-c1cccc([N+](=O)[O-])c1 = -2.9%, -15.0, 5.5%, -4.0, 0.0%, 0.1%
# Results for COc1ccc(Cl)cc1NC(=O)CN(C)C(=O)CCNC(=O)c1ccccc1OC = ?, ., -7.2%, ., ?, .
# Results for Nc1nc(Nc2ccc(Cl)cc2)nc2ccccc12 = ?, 26.7, -8.4%, 30.5*, ., -9.6%

# (continued)
SMILES,Pf growth 96h,Shiga inhibitor,HCV inhibitor,Cycloheximide cs,Pf growth 48h,FBPA Giardia inh
Cc1nnc(SCC(=O)NNC(=O)c2ccc(Cl)cc2)n1CC1CCCO1 (stereo unspecified),13.6%,-8.0,-3.4%,-3.6,15.3%,-6.7%
O=[N+]([O-])c1ccc(C(O)CN2CCOCC2)cc1 (stereo unspecified),47.6%[activator],-1.6,7.8%,0.5,1.4%,3.4%
S=C(NCCCN1CCOCC1)N1CCN(c2nc(-c3ccccc3)cs2)CC1,63.3%[activator],10.1,?,2.2,?,2.9%
O=C(O)c1cccc(NCc2ccncc2)c1,-17.2%,8.9,.,-1.9,.,-0.1%
O=C(CCNS(=O)(=O)c1cccc2nsnc12)NCc1ccccc1Cl,16.6%,20.6,-13.8%,1.1,-8.5%,2.8%
CCOc1cccc(/C(O)=C2/C(=O)C(=O)N(CCOC)C2c2ccco2)c1 (stereo unspecified),14.7%,45.4*,10.3%,20.3*,6.9%,-15.3%
COC(=O)c1cccc(-c2ccc(C(c3c(C)[nH][nH]c3=O)c3c(C)[nH][nH]c3=O)o2)c1,-26.4%,21.5,-7.6%,2.5,-4.6%,14.1µM*
COc1ccc(C(=O)OCC(=O)Nc2ccc3[nH]c(=O)[nH]c3c2)c(OC)c1OC,7.3%,.,-8.4%,.,2.5%,.
O=C(NC1CCC(O)CC1)c1cccc2cccnc12 (stereo unspecified),-12.2%,-6.0,-13.0%,-0.4,12.4%,5.4%
CCOC(=O)COc1ccc(/C=C2/SC(=Nc3ccccc3)N(Cc3cccnc3)C2=O)cc1OC,.,-22.7,?,-3.8,?,-1.6%
COC(=O)c1nc(NC(C)=O)n[nH]1,?,-16.2,.,-2.9,-12.1%,-2.1%
COc1ccc(C(=O)O/N=C2\CCS(=O)(=O)c3sccc32)cc1,14.8%,19.0,17.7%,15.8,1.3%,4.7%
CCN(CC(=O)Nc1ccccc1OC)C(=O)CN1C(=O)NC(C)(c2ccc(C)cc2)C1=O (stereo unspecified),-8.6%,.,?,.,-6.3%,.
COC(=O)c1ccccc1NC(=O)c1noc2c1CCCC2,9.28µM*,21.2,?,-2.6,29.9%,-0.6%
CCOC(=O)c1nn(-c2ccccc2F)c2nc(Nc3ccccc3)cc(=O)n12,-8.1%,-6.3,11.5%,-0.4,4.9%,16.2%
COc1ccc(N=c2scc(C)n2CCCN2CCCC2=O)cc1,-9.0%,-2.5,6.1%,-0.7,?,-0.2%
Cc1cc(O)cc(O)c1C(=O)Cc1ccccc1,27.8%,17.1,9.4%,9.3,15.4%,-13.0%
Cc1ccc2c(c1)nnn2C1CCN(CC(=O)Nc2ccc3c(c2)OCCO3)CC1,-11.4%,22.2,-13.5%,26.2*,-28.1%,6.3%
Cc1nn(C)c(C)c1CN(C)S(=O)(=O)c1ccc2ccccc2c1,?,-4.8,?,-3.8,13.1µM*,-0.5%
CC1CN(S(=O)(=O)c2cccc(C(=O)NCc3ccc4c(c3)OCO4)c2)CC(C)O1 (stereo unspecified),2.1%,-3.5,?,-2.7,?,8.2%
O=C(O)CSc1cc(C(F)(F)F)nc(-c2ccccn2)n1,10.3%,-7.0,13.7%,13.1,40.2%[activator],-29.8%
CCOC(=O)c1sc2nc(N3CCOCC3)c3c(c2c1N)CCN(Cc1ccccc1)C3,9.28µM*,-9.8,-5.4%,-4.3,?,-1.3%
O=C(NCC(c1cccnc1)N1CCOCC1)c1cccs1 (stereo unspecified),21.2%,17.5,10.1%,-0.7,1.9%,2.6%
COc1ccc(/C=N/NC(=O)c2nc(-c3ccccc3)cc(-c3ccccc3)n2)cc1OC,2.33µM*,28.2,?,-2.2,?,4.6%
O=C(NC(=S)Nc1nc(-c2cccc([N+](=O)[O-])c2)cs1)c1ccccc1Cl,-14.2%,18.6,1.1%,-3.7,4.5%,-13.6%

# Further structures follow:
SMILES,Pf growth 96h,Shiga inhibitor,HCV inhibitor,Cycloheximide cs,Pf growth 48h,FBPA Giardia inh
C=CCOc1ccnc(-c2ccccc2)n1,40.7%[activator],-10.6,7.7%,-4.7,-4.7%,-4.0%
Cc1ccc(-c2c(C)n([O-])c3c([n+]2=O)CCCCC3)o1,99.5%[activator],11.5,3.3%,-3.9,42.3%[activator],8.9%
Cc1ccccc1NC(=O)c1sc(NC(=O)COc2ccccc2)c(C#N)c1C,55.7%[activator],-6.8,0.4%,-0.6,-17.2%,-0.4%
COc1cc(CN2CCN(Cc3c[nH]c4ccccc34)CC2CCO)cc(OC)c1 (stereo unspecified),10.4µM*,-15.0,-8.2%,-1.3,-21.5%,-6.9%
CC(=O)OC[C@H]1O[C@@H](O/N=C/[C@@H](C)[C@H](OCc2ccccc2)C(C)C)[C@H](OC(C)=O)[C@@H](OC(C)=O)[C@@H]1OC(C)=O,?,-8.7,-11.3%[8.37 µM],-1.5,24.1%,-4.1%
O=C(CNC(=O)C(c1ccccc1)c1ccccc1)N/N=C/c1ccc(O)c([N+](=O)[O-])c1,?,26.2,5.7%,-4.4,-11.8%,-10.1%
CCOC(=O)C(=O)NNc1cccc(C)c1C,6.9%,8.6,11.0%,-3.2,-0.7%,-3.6%
COc1ccc(C(CCN2CCCC(C)C2)c2c(O)cc(OC)cc2OC)cc1 (stereo unspecified),.,-6.7,.,-7.4,.,-18.0%
O=c1[nH]c(O)c(N=Nc2cccc(S(=O)(=O)N3CCOCC3)c2)c(=O)[nH]1,27.7%,-3.7,12.8%,0.5,1.6%,-7.3%
O=C(Cn1cnc2c(oc3ccccc32)c1=O)N1CCN(c2ccccc2)CC1,?,55.4,-12.9%,17.1,12.3%,-7.0%
COc1ccccc1NC(=O)N1CCC(c2nc3cc(C)c(C)cc3[nH]2)CC1,46.1%[activator],6.3,?,12.2,?,-0.5%
O=S(=O)(NCc1ccccc1)[C@@H]1CC2C=CC1C2 (stereo partly specified),40.3%[activator],.,?,.,41.1%[activator],.
CC(=O)C1=C(NC(=O)c2ccccc2F)C[C@@H]2[C@H]1C2(C)C,.,-2.6,-9.7%,6.7,-29.7%,-4.4%
CCc1cc(=O)oc2c3c(cc(OCC(=O)Nc4cccnc4)c12)OC(C)(C)CC3,2.94µM*,-0.9,10µM*,1.5,2.08µM*,0.5%
CCCc1nnc(SCC(=O)N2CCCCC2C)n1CCOC (stereo unspecified),?,6.2,1.8%,-3.4,10.3%,-0.5%
CCS(=O)(=O)c1ccc(-c2csc(-c3ccccc3)n2)c(Cl)c1Cl,?,1.5,?,-0.8,?,0.2%
C/C(=N/NC(=O)c1ccc2c(c1)OCO2)c1cccc([N+](=O)[O-])c1,?,37.1*,14.2%,30.9*,72.5%[activator],.
COc1ccc(C(=O)N2CCN(c3ncccn3)CC2)cc1[N+](=O)[O-],?,-10.9,9.4%,1.2,4.6%,1.5%
NC(=O)c1cnn(Cc2ccc(Cl)cc2)c1N,?,-32.7,8.5%,0.5,12.6%,0.2%
NC(=O)[C@@H]1[C@@H]2C(=O)N(c3ccc(F)cc3)C(=O)[C@@H]2[C@H]2C=Cc3ccccc3N21,?,-6.4,-18.3%,-3.8,?,?

# Bioassay records deposited in PubChem BioAssay by National Center for Advancing Translational Sciences (NCATS).
